CRFR2-BP ag – agonists of human CRF-binding protein/CRF-R2 receptor complex. HEK293 CRF-R2/CRF-BP, calcium dye fluorescence (FLIPR); percent of saturating CRF peptide response. activation, % at 13.2 µM. 350,000 compounds, 0.46% hits. AID 588473;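 active = activation of at least 50%, plus an integration ratio under a set limit after plate pattern correction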;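 also: plate controls were neutral control wells without compound for no effect and CRF at EC100 for full effect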
CHRM5 PAM – potentiates acetylcholine response at human M5 receptor | P08912 | CHO-K1 hM5, Fluo-8 calcium, ACh EC20 PAM; 0% = ACh EC20, 100% = ACh EC100 | activation, % at 3 µM | 360,000 compounds, 0.3% hits;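 active = activation above the run cutoff, the mean activation of all test compounds plus 3 SD, cut at about 18% in these data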
Target sequence (P08912 whole entry, looked up): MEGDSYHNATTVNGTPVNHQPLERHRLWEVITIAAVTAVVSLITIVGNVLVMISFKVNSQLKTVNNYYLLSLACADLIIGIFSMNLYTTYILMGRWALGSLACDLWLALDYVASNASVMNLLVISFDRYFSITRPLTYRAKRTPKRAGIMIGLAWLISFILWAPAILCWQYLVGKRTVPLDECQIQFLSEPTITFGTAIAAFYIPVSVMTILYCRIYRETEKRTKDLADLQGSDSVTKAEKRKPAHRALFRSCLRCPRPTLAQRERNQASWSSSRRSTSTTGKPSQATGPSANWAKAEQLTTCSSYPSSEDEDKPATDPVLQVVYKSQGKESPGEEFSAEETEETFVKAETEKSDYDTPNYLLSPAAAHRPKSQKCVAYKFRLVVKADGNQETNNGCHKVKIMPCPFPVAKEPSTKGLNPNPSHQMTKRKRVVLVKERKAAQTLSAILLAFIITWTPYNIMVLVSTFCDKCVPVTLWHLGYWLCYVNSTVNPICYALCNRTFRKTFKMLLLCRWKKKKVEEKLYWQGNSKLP
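system = human M5 receptor in CHO-K1 cells | compound = one concentration, 3 µM final (nominal) | schedule = Post-acetylcholine fluorescence recording 140 s | signal = Fluo-8 calcium dye fluorescence, kinetic read | benchmarks = low control EC20 acetylcholine (0%), high control EC100 acetylcholine (100%) | repeats = singlicate, one well per test compound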
TAAR1 agonist – agonists of human TAAR1; Q96RJ0; CHO RD-HGA16 TAAR1, Fluo-8 calcium fluorescence; vehicle wells 0%, saturating PEA agonist 100%; activation, % at 3 µM; 360,000 compounds, 0.99% hits;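 active = activation above the mean activation of all test compounds in the run plus 3 SD, cut at about 38% in these data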
Target sequence (Q96RJ0 whole entry, looked up): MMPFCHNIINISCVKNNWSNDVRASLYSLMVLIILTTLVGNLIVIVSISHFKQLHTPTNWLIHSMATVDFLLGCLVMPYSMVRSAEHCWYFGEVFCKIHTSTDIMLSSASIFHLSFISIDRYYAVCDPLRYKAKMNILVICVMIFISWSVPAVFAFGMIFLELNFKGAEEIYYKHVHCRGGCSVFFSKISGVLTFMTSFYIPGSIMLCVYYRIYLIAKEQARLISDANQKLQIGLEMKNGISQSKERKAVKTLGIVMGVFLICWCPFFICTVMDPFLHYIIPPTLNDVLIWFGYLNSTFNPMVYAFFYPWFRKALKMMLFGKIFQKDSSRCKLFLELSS
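Assay system: CHO-derived RD-HGA16 cells with stable Gα16 and human TAAR1; timing: 17-24 h seeding, 75 min 37 °C dye, 30 min RT; read-out: % activation from peak over basal fluorescence ratio, DMSO-to-PEA scaled; measured by: kinetic Fluo-8 calcium fluorescence; benchmarks: low control DMSO, high control PEA (EC100); doses: 3 µM single concentration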
CHRM4 PAM – potentiates acetylcholine response at human M4 receptor; P08173; CHO-K1 hM4/Gqi5, Fluo-8 calcium fluorescence, ACh EC20; 0% = ACh EC20, 100% = maximal ACh; activation, % at 3 µM; 360,000 compounds, 0.4% hits;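 active = activation above its plate's cutoff, the mean activation of sample wells plus 3 SD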; also: some results filed as inactive read as strong as hits
M5 ag – agonists of human muscarinic M5 receptor (CHRM5). P08912. CHO-K1 hM5 cells, Fluo-8 calcium fluorescence; 0% DMSO wells, 100% maximal acetylcholine response. activation, % at 3 µM. 360,000 compounds, 0.19% hits. AID 624037;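 active = activation above the run's mean over test compounds plus 3 SD, cut at about 23% in these data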;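 also: signal is peak over basal fluorescence ratio across the kinetic read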
M5 antag – antagonists of human muscarinic M5 receptor (CHRM5); P08912; CHO-hM5 cells, Fluo-8 calcium fluorescence, ACh EC80; inhibition, % at 3 µM; 360,000 compounds, 0.59% hits; AID 624040;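 active = inhibition above a per-plate cutoff, the mean of that plate's test compounds plus 3 SD, cut at about 27% in these data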;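 also: 0% = acetylcholine EC80 with DMSO and 100% = DMSO without agonist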
CRFR2-BP antag – antagonists of CRF-binding protein/CRF-R2 receptor complex. HEK293 CRF-R2/CRF-BP, CRF-induced calcium fluorescence. 350,000 compounds, 0.59% hits. AID 588475. inhibition, % at 11.8 µM;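 active = inhibition of the ligand-induced calcium signal above about 50% at the single tested concentration, limit read from the data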
TAAR1 antag – human TAAR1 antagonism; Q96RJ0; CHO RD-HGA16 TAAR1, Fluo-8 calcium fluorescence, antagonist; inhibition, % at 3 µM; 360,000 compounds, 1.5% hits; AID 624466;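 active = inhibition above a per-plate cutoff, the mean inhibition of test compounds on that plate plus 3 SD, cut at about 49% in these data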;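 also: 0% = DMSO plus EC80 beta-PEA response and 100% = DMSO alone without agonist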
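Test system – hTAAR1-expressing CHO RD-HGA16 cells, Gα16-coupled · Also added – β-PEA at EC80 concentration, post-compound challenge · Compound – 3 µM, single point · Incubation – dye loading 75 min at 37 °C, then 30 min room temperature · Measured by – Fluo-8 intracellular calcium dye fluorescence, real-time kinetic reads · Benchmarks – vehicle and agonist controls · Replicates – singlicate, one well per test compound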
CHO-K1 Ca PAM – M1 PAM counterscreen hit in parental CHO-K1 cells | activation, % at 3 µM | AID 602247 | 360,000 compounds, 0.02% hits | ATP EC20, Fluo-8 calcium fluorescence; 0% at ATP EC20, 100% at ATP max;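 active = activation above the run cutoff, the mean activation of all test compounds plus 3 SD, cut at about 40% in these data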;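 also: peak over basal fluorescence ratio in a 140 s read after ATP addition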
The depositor's hits bear a star; . = not tested or not shown.

SMILES	CRFR2-BP ag	CHRM5 PAM	TAAR1 agonist	CHRM4 PAM	M5 ag	M5 antag	CRFR2-BP antag	TAAR1 antag	CHO-K1 Ca PAM
Cn1c(C(=O)N[C@@H](C(=O)O)c2ccccc2)cc2cc(F)ccc21	0.7	-4	1	-5	0	0	2	-2	-12
CCOc1cc(-c2cc(-c3ccc(NC(C)=O)cc3)nc(N)c2C#N)ccc1O	-2.5	-18	9	-11	7	12	23	44	0
CCOc1ccccc1-c1cncc(NC)n1	.	-2	0	5	1	3	.	-34	18
COc1cccc2[nH]c(C(=O)NN)c(N)c12	1.2	0	3	-7	-5	10	-4	0	1
CCCC1CCc2c(sc(NC(=O)OCC)c2C#N)C1 (stereo not given)	0.2	-11	2	-5	-11	3	-6	-2	21
CSc1ccc(-c2cc3c(c4c2ccn4C)C2CCC3C2)cc1 (stereo not given)	.	-9	4	-1	1	4	.	-24	-6
Oc1ccccc1C=Nc1cccc2ccccc12	0.0	7	2	1	-1	8	-2	-26	-5
CCCS(=O)(=O)N1CCN(Cc2ccccc2C(F)(F)F)CC1	-1.1	-6	2	7	-1	4	5	2	-2
Cc1cc(C)c2nc(C)cc(Nc3ccc(C(=O)N4CCOCC4)cc3)c2c1	-1.6	-2	1	-1	-3	12	39	-8	9
CC1(C)CC(=O)C2=C(C1)Nc1ccccc1S2	2.4	2	3	-1	0	5	6	-30	0
CCCn1nnnc1SCC(=O)NCc1ccc(OC)cc1	-0.2	11	16	4	-2	-5	-10	0	3
CC1(C)CC2CC(C)(CN2C(=O)c2ccccc2)C1 (stereo not given)	1.9	-5	1	3	0	12	1	-13	-3
CC1(c2cccc([N+](=O)[O-])c2)CC(C)(C)N(C(=O)c2ccccc2)c2ccccc21 (stereo not given)	0.4	2	5	-5	-2	-3	-6	-32	24
Cc1ccccc1C(=O)N(CC(=O)Nc1sc(C)c(C)c1C(N)=O)C1CCCC1	2.3	-5	10	0	1	18	-4	35	8
CCOC(=O)C(=O)Nc1ccc(S(=O)(=O)N2CCOCC2)cc1OC	-0.4	-7	0	0	-3	18	-18	-27	7

Part of the list above, bar-delimited.
SMILES | CRFR2-BP ag | CHRM5 PAM | TAAR1 agonist | CHRM4 PAM | M5 ag | M5 antag | CRFR2-BP antag | TAAR1 antag | CHO-K1 Ca PAM
Cn1c(C(=O)N[C@@H](C(=O)O)c2ccccc2)cc2cc(F)ccc21 | 0.7 | -4 | 1 | -5 | 0 | 0 | 2 | -2 | -12
CCOc1cc(-c2cc(-c3ccc(NC(C)=O)cc3)nc(N)c2C#N)ccc1O | -2.5 | -18 | 9 | -11 | 7 | 12 | 23 | 44 | 0
CCOc1ccccc1-c1cncc(NC)n1 | . | -2 | 0 | 5 | 1 | 3 | . | -34 | 18
COc1cccc2[nH]c(C(=O)NN)c(N)c12 | 1.2 | 0 | 3 | -7 | -5 | 10 | -4 | 0 | 1
CCCC1CCc2c(sc(NC(=O)OCC)c2C#N)C1 (stereo not given) | 0.2 | -11 | 2 | -5 | -11 | 3 | -6 | -2 | 21
CSc1ccc(-c2cc3c(c4c2ccn4C)C2CCC3C2)cc1 (stereo not given) | . | -9 | 4 | -1 | 1 | 4 | . | -24 | -6
Oc1ccccc1C=Nc1cccc2ccccc12 | 0.0 | 7 | 2 | 1 | -1 | 8 | -2 | -26 | -5
CCCS(=O)(=O)N1CCN(Cc2ccccc2C(F)(F)F)CC1 | -1.1 | -6 | 2 | 7 | -1 | 4 | 5 | 2 | -2
Cc1cc(C)c2nc(C)cc(Nc3ccc(C(=O)N4CCOCC4)cc3)c2c1 | -1.6 | -2 | 1 | -1 | -3 | 12 | 39 | -8 | 9
CC1(C)CC(=O)C2=C(C1)Nc1ccccc1S2 | 2.4 | 2 | 3 | -1 | 0 | 5 | 6 | -30 | 0
CCCn1nnnc1SCC(=O)NCc1ccc(OC)cc1 | -0.2 | 11 | 16 | 4 | -2 | -5 | -10 | 0 | 3

Reformatted as comma-separated lines: entries from further up
SMILES,CRFR2-BP ag,CHRM5 PAM,TAAR1 agonist,CHRM4 PAM,M5 ag,M5 antag,CRFR2-BP antag,TAAR1 antag,CHO-K1 Ca PAM
Cn1c(C(=O)N[C@@H](C(=O)O)c2ccccc2)cc2cc(F)ccc21,0.7,-4,1,-5,0,0,2,-2,-12
CCOc1cc(-c2cc(-c3ccc(NC(C)=O)cc3)nc(N)c2C#N)ccc1O,-2.5,-18,9,-11,7,12,23,44,0

New compounds follow:
SMILES	CRFR2-BP ag	CHRM5 PAM	TAAR1 agonist	CHRM4 PAM	M5 ag	M5 antag	CRFR2-BP antag	TAAR1 antag	CHO-K1 Ca PAM
O=C(CCCCCNC(=O)N1CCn2c1nc1ccccc12)NCc1ccccc1Cl	-1.3	-7	5	-9	-5	16	3	18	4
OC(c1ccccc1)C(O)C(c1ccccc1)N1CCCCC1 (stereo not given)	3.6	2	2	6	-1	3	-22	-22	1
O=C(COC(=O)C12CC3CC(CC(C3)C1)C2)NCc1ccco1	-1.2	-4	-2	19	0	-3	30	-6	9
CCOC(=O)C(NC(C)=O)C(OC(C)=O)c1cccc(N(CCO)CCO)c1 (stereo not given)	0.6	-4	10	1	-4	-1	3	16	0
Cc1cc(C)n2nc(C(=O)N/N=C/C=C/c3ccccc3)nc2n1	2.5	3	0	1	5	-1	9	-7	-1
COCCn1c(-c2ccccc2)nc2oc3ccccc3c(=O)c2c1=O	-1.1	2	7	3	1	-7	13	3	24
COc1cccc(-c2cc(N3CCN(C(=O)c4ccoc4)CC3)n3nc(-c4cccc(Cl)c4)cc3n2)c1	-0.4	-8	0	1	1	18	-6	26	-4
O=C(CC[C@H]1O[C@@H](n2ccc(=O)[nH]c2=O)[C@H](O)[C@@H]1O)NCCCc1ccccc1	.	-6	1	3	1	2	.	-8	7
CC(C)n1c(N2CCN(CC(=O)Nc3ccc4c(c3)OCCO4)CC2)nc2ccccc21	-0.8	-11	11	-2	0	8	16	-7	18
CN(CC(=O)Nc1cccc(F)c1)C(=O)CN1C(=O)NC2(CCCC2)C1=O	0.7	8	-1	11	4	6	-7	-9	14
CC1SC(=S)N(c2ccc(N(C)C)cc2)C1=O (stereo not given)	0.5	4	1	3	-2	-2	12	8	10
CC(C)CN(C(=O)CSc1nc2ccccc2[nH]1)C1CCS(=O)(=O)C1 (stereo not given)	5.6	5	5	7	2	10	-35	1	18
O=C(Nc1ccc(OC(F)(F)F)cc1)c1cc(S(=O)(=O)N2CCCCC2)ccc1N1CCOCC1	0.5	0	-1	-5	0	4	-16	-32	-5
CCOC(=O)C1CCN(CCC(=O)Nc2cc(C)ccc2C)CC1	2.3	0	3	-3	-8	5	0	-7	8
COc1ccccc1N1C(=S)N=C(Nc2c(C)cccc2C)C12CCCC2	-1.8	-12	2	-18	-11	15	8	-20	2
CCC/C(C)=C/c1ccc(CC)cn1	0.1	-6	0	-1	-2	5	2	-26	-12
CCn1c(NC(=O)c2nn(C)cc2Br)nc2ccccc21	-4.6	1	5	2	0	-5	13	-5	11
Cc1ccsc1C1NC(=O)c2c(sc3c2CCN(C)C3)N1 (stereo not given)	65*	0	3	1	1	-3	-2	9	22
CCN(CC(=O)Nc1c(F)cccc1F)C(=O)CCC(=O)c1ccc(C)cc1	-1.4	-8	-2	-2	2	8	-15	-32	-30
[O-][n+]1c2ccccc2c2n1CCCN=C2c1ccc(Cl)cc1	-0.8	-4	12	-6	-2	10	0	-5	2
O=C1CCC/C=C\C[C@@H](CC(=O)N(CCO)Cc2ccccc2)C(=O)NCCO1	-1.3	3	3	0	-1	4	-16	-4	26
COCCCN(C(=S)Nc1c(C)cc(C)cc1C)C(C)c1ccccn1 (stereo not given)	0.6	3	22	-3	3	-3	5	-3	22
Cc1c(NC(=S)NC(=O)c2ccccc2)c(=O)n(-c2ccccc2)n1C	0.8	-3	1	-10	-1	7	-6	-31	-21
O=C(NCC1CCCCC1)NCC1CCCCC1	-0.9	-2	1	4	-1	3	-7	19	6
CCOc1ccc(-c2[nH]ncc2Oc2ccccc2OCC)c(O)c1	0.3	-12	17	11	-2	6	-9	49*	15
COCC(=O)N1CCN(c2nc3ccccc3o2)CC1	6.0	11	4	0	0	-2	-2	-25	10
COc1cc(C(=O)Nc2cccc(-c3cn4cccnc4n3)c2)cc(OC)c1OC	3.2	-9	8	-9	3	13	-20	3	7
COC(=O)Cc1ccc(NC(=S)Nc2cccc(C)n2)cc1	0.5	-3	9	-5	-1	-6	1	20	10
O=C(Nc1nc(-c2ccccn2)cs1)c1cc(Cl)ccc1[N+](=O)[O-]	1.7	-3	5	3	4	15	-4	-5	5
COc1nc(NCC(C)C)nc(Oc2ccc(OCc3ccccc3)nn2)n1	-0.1	-4	1	10	-5	-3	-31	7	7
C[C@@H]1CN([C@H](C)CO)S(=O)(=O)c2ccc(Br)cc2O[C@@H]1CN(C)Cc1ccc(C(=O)O)cc1	5.0	3	5	6	1	-1	2	-10	18
O=[N+]([O-])c1cccc(/C([O-])=C(/C(=S)Nc2cccc3ccccc23)[n+]2ccccc2)c1	-0.1	-6	5	-15	-10	-7	-3	-5	-1
CC(C)(C)C(=O)Nc1ccc(C(=O)COC(=O)C2CC2)cc1	0.2	-6	3	8	3	7	0	-6	-30
c1cnc2c(OCc3cn4cccnc4n3)cccc2c1	1.7	-2	11	3	-1	3	29	-4	16
CCOC(=O)c1sc(NC(=O)Nc2ccccc2Cl)cc1C	7.3	-22	6	-6	3	21	10	22	-1
COc1ccc(-c2cc(=O)oc3cc(OCC(=O)N(C)C4CCS(=O)(=O)C4)ccc23)cc1 (stereo not given)	-0.1	5	2	5	-2	-10	-3	-10	11
O=C(NC(Cc1ccccc1)C(=O)O)/C(=C\c1ccco1)NC(=O)c1ccccc1 (stereo not given)	0.1	-1	1	-2	-4	0	-5	-23	8
O=C(O)c1cccc(NC(=O)c2cn(-c3ccccc3)nc2-c2cccc(Br)c2)c1	-0.3	2	4	1	3	9	-3	36	11
CSc1sc(C(=O)O)c2c1C(=O)CC(C)(C)C2	-0.1	6	1	-2	5	0	2	-6	-7
CN(C)c1ccc(/C=N/NC(=O)CCc2nc3ccccc3[nH]2)cc1	-2.6	2	1	-18	1	0	-7	3	15
CCOC(=O)Cc1c(C)nc2c(-c3ccccc3OC)c(C)nn2c1C	-1.5	6	5	5	-7	-8	33	-4	22
CN(C)CCNc1nc(S(=O)(=O)c2ccccc2)c(Cl)s1	1.9	-14	2	-1	-20	10	-4	-30	14

Screens (PubChem BioAssay)
